Assay outcomes (PubChem BioAssay)
TCR activator: T cell receptor activation; Potency, µM (titrated, usually from 9.22 µM), without a hit: at the top dose activation of IL-2 secretion, hits mostly activators; 330,000 tested, under 10 active; primary human leukocytes, anti-CD3, IL-2 HTRF, 48 h; AID 504894; note: % of control where 0% means no effect
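Activity was scored as IL-2 release from primary human leukocytes given only a TCR signal (a-CD3 beads) plus compound for 48 hr. Detection used a two-antibody HTRF format read at 665nm.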
CXXC DNA block: blocks binding of human MLL CXXC domain to DNA. 0.037% of 290,000 active. Potency, µM (top dose mostly 115 µM), without a hit: at the highest dose activity change, negative = inhibition, hits mostly inhibitors. AID 2662. MLL-CXXC / FITC-HOXA9 DNA fluorescence polarization; active = well fitted inhibition curve with a large enough effect in the polarisation, with a control signal flat, not every such curve was filed as active; inconclusive = small, poorly fitted or top-dose-only effect, or effect the other way, or a change in a side signal; inactive = no such curve, though single readings can be large or run the other way; the % refers to the polarisation; note: potency is the fitted concentration of half-maximal effect
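Steps: dispense CXXC domain solution (7 uM) → pin compounds or unlabeled HOX-A9 DNA control → 5 min ambient → add FLSN-HOX-A9 solution (50 nM) → spin → 30 min ambient → fluorescence polarization. Tris pH 7.5/NaCl/DTT/BSA buffer.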
Coupling enz: inhibits coupling enzyme system, counter-screen for aldolase hits. coupling enzyme system counterscreen, AmpLite Red fluorescence. activity change, negative = inhibition, % at 58.2 µM, hits read low. 0.67% of 290,000 active. AID 2472; in the data active = activity change below about -30%; note: % is set by controls: 0 for no effect and ±100 for the full control effect
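Counterscreen lacking aldolase: glyceraldehyde-3-phosphate coupling-enzyme reagent preincubated 10 min at RT with compound (at 57.5 uM final), then substrate/coupling system with AmpLite Red added; fluorescence read at 525/598 nm after 20 min RT.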
Tb PFK block: inhibitors of T. brucei phosphofructokinase | Potency, µM (top dose mostly 57.5 µM), for inactives: at the top dose activity, negative = inhibition, hits mostly inhibitors | 0.17% of 330,000 active | T. brucei PFK, ADP-Glo luminescence | O15648;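 note: potency is the fitted concentration of half-maximal effect; 0% = uninhibited 1x PFK enzyme wells and -100% = no-enzyme wells; nearly all actives have a fitted effect of over 60% in size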
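PFK 1.25 nM, F6P 0.5 mM, ATP 0.1 mM, 0.1 M TEA pH 8.0, 5 mM MgCl2, 0.01% Tween20, 0.1% BSA; 45 min RT. ADP-Glo readout. qHTS titration up to 57 uM; curves fitted, compounds curve-classed.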
Chronic BCR inh: blocks chronic active B-cell receptor signaling; ABC-DLBCL IkBa-CBG/CBR reporter, luminescence ratio, 4 h; Potency, µM (top dose mostly 46.1 µM), for the others: at the top dose ratio change, negative = lower green/red ratio, hits mostly inhibitors; 0.05% of 340,000 active; active = well fitted inhibition curve with a large enough effect in the signal ratio, with a control signal flat, not every such curve was filed as active; inconclusive = small, poorly fitted or top-dose-only effect, or effect the other way, or a change in a side signal; the % refers to the signal ratio;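 note: potency is the fitted concentration of half-maximal effect; plate controls were basal doxycycline-induced cells for no effect and cells given 10 µM MG132 for full effect; MG132 reads +100%, hits lower the ratio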
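Compounds up to 46 uM were incubated four hours with TMD8 cells whose green CBG68 luciferase is fused to IkappaBalpha; red CBR luminescence normalised the signal, and concentration-effect curves were fitted to fusion, red and ratio data.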
A-T KAP1 phos: candidate therapy for ataxia-telangiectasia; […] A-T fibroblasts, KAP-1 phosphorylation AlphaLISA; neocarzinostatin DNA damage 30 min before lysis; Potency, µM (highest dose often 57.5 µM), without a hit: at the highest dose activation, hits mostly activators; 0.19% of 320,000 active; note: potency is the fitted concentration of half-maximal effect; % of control where 0% means no effect; nearly all actives have a fitted effect of over 45% in size
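ATM-like activity read as KAP-1 phosphorylation via AlphaLISA donor/acceptor antibody pairs after lysis and 6 hr at 25C. Cells were ATM-null patient fibroblasts ([…], hTERT), dosed 60 min, then exposed to the DSB inducer NCS for 30 min.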
GALK inh: blocks human galactokinase activity | Purified GALK, Kinase-Glo residual ATP luminescence | Potency, µM (top dose mostly 57.5 µM), without a hit: top-dose activity change, negative = inhibition, actives largely listed as inhibitors | 0.007% of 270,000 active; note: potency is the fitted concentration of half-maximal effect; % is set by controls: 0 for no effect and ±100 for the full control effect
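Luminescence from leftover ATP (Ultra-Glo luciferase/luciferin) served as read-out after a 1 h room-temperature reaction of 5 nM GALK with 35 uM ATP and 100 uM galactose.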
Giardia killer: kills Giardia lamblia; 0.15% of 340,000 active; activity change, % at 7.66 µM, hits read low; Giardia lamblia trophozoite viability; in the data active = activity change below about -80%; inconclusive = between about -30% and that limit;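 note: parasites exposed to compound for two days anaerobically before the ATP read; % is set by controls: 0 for no effect and ±100 for the full control effect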
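Viability, read as ATP luminescence: trophozoites at 100 cells/well, compound added, 48 hrs anaerobic at 37 deg C, then 15-30 min room-temperature development before reading.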
KCNH2 WT inh: KCNH2 (human, wildtype) channel inhibition; Q12809; U2OS, BacMam KCNH2, thallium flux FluxOr; stronger effect = lower value; activity change, % at 1.84 µM; 0.37% of 340,000 active; AID 720551;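 active = maximum activity change below -70%; inconclusive = maximum activity change between -70% and -50%; inactive = maximum activity change above -50%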; note: % is set by controls: 0 for no effect and ±100 for the full control effect
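U2OS cells were transduced with wild-type KCNH2 virus (2.03 x 10^8 / mL) for 4 h at room temperature, then cultured overnight at 37 C. Thallium flux was read with FluxOr dye. Rate constants were normalized to DMSO controls.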
TSHR antagonist: blocks TSH signaling through the human TSH receptor | TSHR-expressing cells, TSH-stimulated cAMP HTRF, 2 h; stronger effect = lower value | activity change, negative = inhibition, % at 11.5 µM | 0.2% of 330,000 active;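 active = activity change below a set negative limit, meaning inhibition stronger than a set level, cut at about -70% in these data; inconclusive = activity change between two set negative limits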; note: % is set by controls: 0 for no effect and ±100 for the full control effect
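Inhibition of cAMP made by TSHR-expressing cells under TSH stimulation (4nM final, EC80; 2 h, 37 deg C) is quantified with a one-step lysis HTRF kit, anti-cAMP cryptate versus cAMP-d2.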
* marks the source's active call; other numbers are inactive results; i = inactive; ? = inconclusive; / = not tested or not shown; [ ] = dose if it differs, or a comment. Unless noted, calls come from the whole dose curve; as a rule, active = well fitted curve in the direction sought with a large enough effect; inconclusive = small, poorly fitted or top-dose-only effect, or another doubt; inactive = no such curve, though single readings can be large; an effect the other way counts as inactive or inconclusive.

SMILES	TCR activator	CXXC DNA block	Coupling enz	Tb PFK block	Chronic BCR inh	A-T KAP1 phos	GALK inh	Giardia killer	KCNH2 WT inh	TSHR antagonist
COc1ccccc1/C=N/NC(=O)C(=O)N1CCN(c2ccccc2OC)CC1	-2%[46.1 µM]	4%	-17	1%	-8%	-24%	1%	9	0	3
CC(=O)Nc1ccc(S(=O)(=O)NC(CC(=O)NCCC2=CCCCC2)C(C)C)cc1 (stereo not drawn)	2%	-7%	-2	1%	13%	2%	-2%	-10	-6	12
Cn1c(C(=O)NCc2ccccc2)cc2oc3ccccc3c21	0%	6%	1	-5%	?	-2%	-2%	5	-4	-8
Cc1ccccc1NC(=O)Cn1nnc2ccccc21	1%	5%	1	0%	1%	12%	12%	-4	1	3
COC(=O)Cn1c(C)nc(=O)c(-c2ccccc2)c1C	-10%	-3%	2	1%	3%	-2%	8%	-2	-7	-1
COc1ccc(C(=O)OCC(=O)Nc2c(C)cccc2C)c(OC)c1OC	2%	25%	-1	7%	-3%	-3%	2%	3	-4	6
CN1C(=O)COc2ccc(C(=O)c3oc4ccccc4c3-c3cnc4c(c3)COc3ccccc3-4)cc21	1%[46.1 µM]	0%	0	0%	12%	-4%	-3%	/	/	1
CCOP(=O)(OCC)C(NC(=O)Nc1c(C)cc(C)cc1C)c1ccccc1 (stereo not drawn)	-6%	-3%	-13	-1%	1%	-2%	5%	-8	-3	13
CC(C)CC(NC(=O)C(COCc1ccccc1)NC(=O)OC(C)(C)C)C(=O)NN (stereo not drawn)	5%	-1%	0	-3%	0%	-2%	-3%	19	/	-5
CCc1ccc(C(C)NC(=O)COC(=O)c2ccc(-n3cnnn3)cc2)cc1 (stereo not drawn)	/	/	/	13%	2%	0%	/	12	4	-9
O=C(CN1CCCCC1)N1c2ccccc2Oc2ccccc21	3%	2%	-3	-1%	-6%	3%	-2%	7	8	4
COc1cccc(/C=N/n2cnc3cc(C)c(C)cc32)c1OC	4%	8%	-1	1%	?	9%	0%	-8	10	-8
Cc1noc(C)c1CSc1nnc(-c2cccnc2)n1C1CCCCC1C (stereo not drawn)	-4%	3%	2	4%	1%	6%	3%	29	7	-25
O=C(OCc1ccccc1C(F)(F)F)c1cc([N+](=O)[O-])ccc1N1CCOCC1	9%	3%	-1	0%	?	13%	5%	-6	-16	-13
CN(C(=O)COC(=O)c1ccc2c(c1)OCCO2)C1CCCCC1	-1%	/	/	-11%	-14%	2%	/	-10	10	-2
Cc1noc(C)c1S(=O)(=O)Nc1ccccc1Oc1ccccc1	2%	-2%	-10	-8%	13%	5%	2%	32[activator]	1	1
CC(C)(C)OC(=O)NCc1ccc(NC(=O)c2nc[nH]c2C(=O)NCCN(CCNC(=O)c2[nH]cnc2C(=O)Nc2ccc(CNC(=O)OC(C)(C)C)cc2)CCNC(=O)c2[nH]cnc2C(=O)Nc2ccc(CNC(=O)OC(C)(C)C)cc2)cc1	-1%	/	/	-1%	0%	2%	/	5	29	-4
CC(C)C(=O)Nc1ccc(-c2nc3cccnc3o2)cc1	-1%	13%	1	7%	?	-4%	-4%	-22	10	5
CCOc1ccccc1NC(=S)N1CCN(c2ccccc2)CC1	-1%	8%	2	0%	7%	13%	7%	-8	2	2
O=C(Nc1ccncc1)c1ccc(NS(=O)(=O)c2ccc3[nH]c(=O)[nH]c3c2)cc1	1%	-4%	/	-2%	?	-6%	-1%	3	-7	15
Cc1cc(C(=O)NCCN2CCCCC2C)n(-c2ccccc2)n1 (stereo not drawn)	5%	3%	-2	1%	-2%	7%	-1%	8	19	0
Cc1nc2ncnn2c(C)c1CCC(=O)Nc1csc(N)n1	1%[46.1 µM]	5%	-1	-2%	-5%	-2%	-1%	10	25	4
COc1ccc(C(=O)NCCNC(=O)c2cc(OCC(F)(F)F)ccc2OCC(F)(F)F)cc1	1%	6%	0	/	/	/	4%	18	-1	/
Cc1cc(C)cc(C(=O)N(CCc2ccccc2)C2=CC3CCC(C2)N3C)c1 (stereo not drawn)	3%	-5%	-1	-2%	-17%	4%	5%	1	9	14
CC(C)NC(=O)C1CCN(C2CCN(Cc3ccc4cccc(F)c4n3)CC2)CC1	0%	-2%	6	3%	-5%	3%	0%	9	14	-4
CC(C)(C)OC(=O)N1Cc2ccccc2C[C@H]1C(=O)NCC(=O)NC1CCCC1	1%	8%	-5	-3%	5%	0%	0%	?	-18	-7
Cc1cc(C)cc(NC(=S)NCc2ccc(S(N)(=O)=O)cc2)c1	-2%	-3%	4	0%	1%	8%	1%	0	3	7
CCSC1=N/C(=C/c2ccsc2)C(=O)N1c1ccccc1	1%[46.1 µM]	2%	2	-1%	1%	2%	0%	5	4	-6
CC1CCCCC1NC(=O)c1cccc(S(=O)(=O)N2CCN(Cc3ccccc3)CC2)c1 (stereo not drawn)	6%	/	/	-2%	2%	-5%	/	0	-21	-13
Fc1ccccc1CSc1ccc(-c2ccco2)nn1	-3%	-3%	5	-1%	17%	11%	-1%	-16	-7	-3
S=c1nccc(-c2cccs2)[nH]1	4%	-6%	0	0%	-15%	-1%	4%	28	-6	-4
CCn1cc(CNC(=O)C2CCC(=O)N(Cc3ccc(Cl)cc3)C2)cn1 (stereo not drawn)	-2%	10%	/	-2%	5%	6%	4%	1	0	8
CCNC(=O)N1CCCC(C(=O)c2ccc(-c3ccccc3)cc2)C1 (stereo not drawn)	-3%	11%	3	0%	-1%	7%	-4%	2	8	-12
N/C(=N\OC(=O)c1ccc(Br)cc1)c1ccncc1	9%	8%	0	0%	?	1%	-3%	-19	i	18
NC(=O)N1OCC2COc3ccc4ccccc4c3C21 (stereo not drawn)	0%	2%	0	0%	-25%	/	6%	-6	-10	6
CCOC(=O)c1[nH]c(C)c(/C(O)=C2\C(=O)C(=O)N(CCN3CCOCC3)C2c2cccs2)c1C (stereo not drawn)	-1%	-4%	4	0%	-17%	4%	5%	-10	15	-1
Cc1oc(-c2ccc(Cl)cc2)nc1CN1CCCC(C(=O)NCc2cccnc2)C1 (stereo not drawn)	-5%	-4%	1	-2%	0%	-2%	0%	-21	45	-17
Cc1ccc(NC(=O)N2CCCc3ccccc32)cc1	-1%	2%	2	3%	-1%	3%[11.5 µM]	4%	0	-23	3
CCC1(c2ccccc2)NC(=O)N(CC(=O)NCCN2C(=O)S/C(=C\c3cccnc3)C2=O)C1=O (stereo not drawn)	-2%	/	/	4%	?	-2%	/	1	-1	-7
Cc1ccc(NC(=O)N2CCCN(C(=O)OC(C)(C)C)CC2)cc1Cl	8%	3%	0	2%	0%	2%	9%	?	-2	3
COc1cc(OC)c(NC(=O)c2ccoc2C)cc1Cl	1%	-3%	-2	1%	?	8%	1%	-1	25	1
COc1ccc(C2C(C#N)=C(N)Oc3cc(C)n(CCN4CCOCC4)c(=O)c32)cc1OC (stereo not drawn)	-14%	3%	-5	5%	-2%	-12%	1%	-2	-3	-7
COc1cccc(NC(=O)c2cnn(-c3ccccc3)c2C)c1	4%	0%	-15	-3%	?	7%	3%	?	5	4
Nc1cccc(Oc2ccc([N+](=O)[O-])cc2)c1	9%	12%	-1	-12%	2%	-2%	5%	0	-2	-4
Cc1ccc(NC(=S)NCC2CCN(C(C)c3ccccc3)C2)cc1C (stereo not drawn)	0%	-3%	-1	-2%	1%	0%	-2%	-21	3	-3
CCCOc1ccc(C2NC(=S)NC(C)=C2C(=O)c2ccccc2)cc1OC (stereo not drawn)	4%[46.1 µM]	1%	1	-6%	5%	4%	1%	3	-6	2
Cc1ccc(NC(=O)c2cc(S(=O)(=O)N3CCOCC3)cn2C)c(C)c1	6%	/	0	-1%	6%	-2%	/	23	-5	-6
O=C(O)Cc1ccc(NC(=O)c2ccc(NC(=O)C3CC3)cc2)cc1	-8%	33%[activator]	-1	4%	?	13%	7%	-9	2	41
Cc1ccc2nc(/C(C#N)=C\c3ccc(N4CCCCC4)c([N+](=O)[O-])c3)[nH]c2c1	-1%	5%	1	/	/	/	1%	-11	-3	/
Cc1ccc(NS(=O)(=O)c2ccc(C(=O)Nc3nncs3)cc2)cc1	4%	/	/	3%	-2%	6%	/	-22	-5	-10
Cc1ccc2nc(-c3ccncc3)c(NC3CCCC3)n2c1	1%	-9%	0	-1%	3%	0%	-8%	26	7	-10
Cc1ccccc1S(=O)(=O)Cc1ccc(C(=O)N2CCN(c3ccc(F)cc3)CC2)o1	-3%	-1%	-3	3%	-2%	1%	-4%	14	-9	-16
COC(=O)c1ccccc1S(=O)(=O)N(Cc1cc2cc3c(cc2[nH]c1=O)OCO3)C1CCCCC1	/	34%[activator]	0	-2%	-5%	-5%	-4%	/	/	-9
